# Assay outcomes deposited in PubChem by several laboratories.
# Y pestis TopoI: blocks Yersinia pestis topoisomerase I activity. Y. pestis Topo-I cleavage product accumulation, plate reader. 360,000 compounds, 0.064% hits. activity, % at 10 µM; in the data active = activity above about 50%, passing the limit was not always enough; inconclusive = no clear call, values can overlap the other calls; also: inactives centre near 2
# PfHsp40 yeast: rescue of PfHsp40-mediated yeast toxicity; growth rescue, % at 12.5 µM; AID 504582; S. cerevisiae expressing PfHsp40, growth rescue, ATP luminescence; 340,000 compounds, 0.68% hits; in the data active = growth rescue above about 28%, passing the limit was not always enough; inconclusive = no clear call, values can overlap the other calls;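 also: yeast W303a lacking pdr1 and pdr3 grown in galactose medium; growth measured after three days at 30 °C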
# CCHFV vOTU inh: CCHFV vOTU protease inhibition; AID 651958; inhibition, % at 11.5 µM; Pep-AMC fluorescence; 370,000 compounds, 0.55% hits; in the data active = inhibition above about 30%; also: 0% = vehicle wells with enzyme and 100% = no enzyme wells
# 3CLpro inhibitor: SARS-CoV 3CLpro protease inhibition; P0C6X7; recombinant SARS-CoV 3CLpro, quenched FRET peptide cleavage; AID 1706; inhibition, % at 6 µM; 290,000 compounds, 0.14% hits; in the data active = inhibition above about 12%
# SSB-PriA inh: inhibitors of Klebsiella pneumoniae PriA binding to SSB C-terminal tail | inhibition, % at 33 µM | AlphaScreen SSBct-PriA binding, biotinylated peptide | AID 1272365 | 430,000 compounds, 0.6% hits; in the data active = inhibition mostly above about 37%, no sharp cut-off; inactive = mostly below about 20%;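 also: plate controls were negative control peptide for no effect and reference peptide for full effect; strong numbers were not always called active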
# Anthrax LF inh2: inhibitors of Bacillus anthracis lethal factor protease; inhibition, % at 10 µM; 360,000 compounds, 0.12% hits; AID 588501; P15917; multiplex microsphere protease cleavage assay, LF; also: plate controls were buffer without enzyme for full effect and enzyme alone for no effect
# Target sequence (P15917 whole entry, looked up): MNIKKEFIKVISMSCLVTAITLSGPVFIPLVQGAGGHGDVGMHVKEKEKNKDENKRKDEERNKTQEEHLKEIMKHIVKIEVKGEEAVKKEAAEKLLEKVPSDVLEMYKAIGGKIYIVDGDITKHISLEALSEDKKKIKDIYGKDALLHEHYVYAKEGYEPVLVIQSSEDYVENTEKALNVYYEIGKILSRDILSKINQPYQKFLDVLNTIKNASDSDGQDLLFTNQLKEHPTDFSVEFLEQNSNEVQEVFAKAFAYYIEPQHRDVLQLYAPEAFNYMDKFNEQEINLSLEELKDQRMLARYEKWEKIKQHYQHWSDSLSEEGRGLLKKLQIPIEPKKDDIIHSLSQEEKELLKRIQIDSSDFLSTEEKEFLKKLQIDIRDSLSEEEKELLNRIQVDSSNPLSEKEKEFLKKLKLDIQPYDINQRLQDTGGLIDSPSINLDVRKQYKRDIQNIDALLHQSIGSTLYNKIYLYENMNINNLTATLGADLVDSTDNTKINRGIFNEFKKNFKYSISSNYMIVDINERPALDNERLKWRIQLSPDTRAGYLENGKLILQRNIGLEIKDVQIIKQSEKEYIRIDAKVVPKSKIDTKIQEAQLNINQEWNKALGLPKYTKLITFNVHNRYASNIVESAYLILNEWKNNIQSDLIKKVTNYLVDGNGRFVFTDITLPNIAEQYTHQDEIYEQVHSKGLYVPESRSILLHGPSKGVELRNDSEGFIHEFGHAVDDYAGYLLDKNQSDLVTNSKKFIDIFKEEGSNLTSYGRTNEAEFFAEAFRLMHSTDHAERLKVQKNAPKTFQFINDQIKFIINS
# TcdB GH inh: inhibitors of Clostridioides difficile toxin B glycohydrolase; TcdB glycohydrolase enzymatic assay, plate reader; inhibition, % at 9.99 µM; 350,000 compounds, 0.24% hits; in the data active = inhibition above about 10%
# VHR inh abs: blocks human VHR1 dual specificity phosphatase. P51452. recombinant VHR phosphatase, pNPP absorbance. inhibition, % at 13.3 µM. 290,000 compounds, 0.52% hits. AID 1654; in the data active = inhibition above about 50%; also: some compounds called inactive have numbers as strong as hits
# Target sequence (P51452 whole entry, looked up): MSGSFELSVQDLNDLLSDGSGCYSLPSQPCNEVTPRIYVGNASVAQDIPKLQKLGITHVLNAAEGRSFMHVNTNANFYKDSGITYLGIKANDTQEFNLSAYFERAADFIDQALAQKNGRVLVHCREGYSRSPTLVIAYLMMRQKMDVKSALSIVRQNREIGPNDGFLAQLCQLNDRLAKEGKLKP
# BoNT-A LC inh2: blocks Botulinum neurotoxin A light chain protease; AID 588499; 360,000 compounds, 0.17% hits; inhibition, % at 10 µM; multiplex microsphere protease substrate cleavage, flow cytometry; also: plate controls were buffer without enzyme for full effect and enzyme alone for no effect
# BH1578 lux ind: induces V. cholerae light production without autoinducers; 350,000 compounds, 0.16% hits; V. cholerae BH1578 lux reporter, luminescence, 6 h; AID 588436; activation, % at 18.7 µM; in the data active = activation mostly above about 9.7%, no sharp cut-off; inconclusive = no clear call, values can overlap the other calls; inactive = mostly below about 3.7%; also: not every result past the cut was called active; inactives centre near 0; reference of the scale not given here
# The depositor's hits bear a star; i = inactive; ? = inconclusive; . = no result given; & = joins results of further samples. Rule as the data show it, unless noted: active = inhibition above about 30%; inconclusive = no clear call, values can overlap the other calls; inactive = below that. An excerpt; count on the stated rates, not on these rows.
SMILES,Y pestis TopoI,PfHsp40 yeast,CCHFV vOTU inh,3CLpro inhibitor,SSB-PriA inh,Anthrax LF inh2,TcdB GH inh,VHR inh abs,BoNT-A LC inh2,BH1578 lux ind
Cc1cc(C)c2cc(C#N)c(N3CCCC3)nc2c1,4.4,-0.4,-3.5,4.0,-4.1,10.5,.,7.9,13.3,4.0
CCOC(=O)C1=C(C)N(C)C(=O)NC1c1c(C)nn(-c2ccc(C)cc2)c1Cl (stereo unspecified),-0.1,-0.6,10.8,-3.3,-5.5,-1.1,.,20.1,0.0,i
O=C(O)C(Cc1ccc(O)c([N+](=O)[O-])c1)N1C(=O)c2ccccc2C1=O (stereo unspecified),13.0,-0.9,5.8,.,-8.7,0.2,1.1,.,0.3,i
O=C(CCC(=O)N1CCOc2ccccc21)NCCCc1ccccc1,17.1,-1.4,-2.0,3.6,-5.2,-10.1,1.2,17.3,-0.7,-0.3
COc1ccccc1C(=O)N1CCN(c2ccccn2)CC1,7.9,0.0,-12.2,-0.2,-4.3,2.4,1.2,16.8,-0.6,i
CC(=O)N1c2ccc(S(=O)(=O)NCC3CCC(C(=O)Nc4cc(C)ccn4)CC3)cc2CC1C (stereo unspecified),4.9,0.2,-9.1,-1.0,3.5,-0.1,2.5,-22.1,-0.5,1.1
CCOC(=O)c1ccc(NC(=O)c2ccc(CN3CCOCC3)cc2)cc1,2.9,-0.1,-11.7,1.7,-6.2,-2.5,.,6.2,-0.1,.
CN1CCN(c2ncc3c(n2)CC(c2ccccc2F)CC3=O)CC1 (stereo unspecified),-0.4,0.5,-5.7,-3.6,-2.3,-11.8,1.3,4.8,?,-0.6
Cc1cccc(OP(=O)(Nc2c(C)n(C)n(-c3ccccc3)c2=O)Oc2cccc(C)c2)c1,25.5,-0.6,6.0,-6.1,4.5,-1.1,1.6,8.5,-0.1,-0.3
CC(C)Cc1nnc(NC(=O)CCNC(=O)c2ccccc2Cl)s1,-4.6,1.1,-1.3,.,-6.5,-8.0,0.4,.,-0.4,-7.1
O=C(c1ccccc1F)N1CCN=C1c1ccccc1,3.4,-1.4,9.1,1.4,-3.5,-1.8,0.1,15.1,-0.1,i
COCCCn1c(Cc2csc(Nc3ccc(F)cc3)n2)nnc1SCC(N)=O,-1.0,-0.4,.,2.9,-16.3,-0.6,.,29.1,-0.3,-0.7
O=C(C[n+]1ccccc1)Nc1ccccc1[N+](=O)[O-],-8.5,0.2,12.5,5.3,1.4,.,1.3,25.0,.,-0.6
Cc1ccc(NC(=O)CN2C(=O)c3ccccc3C2=O)c(C)c1,-1.2,1.5,1.4,-5.7,-10.2,.,1.0,4.9,.,-0.2
CSc1ccccc1NC(=O)CSc1cccc[n+]1[O-],-0.9,-1.9,19.6,.,-7.4,-9.3,-0.2,.,-0.1,i
CC1CC(C)CN(C(=O)CN2C(=O)NC(c3ccccc3)(c3ccccc3)C2=O)C1 (stereo unspecified),-8.0,2.0,6.2,.,5.4,.,-0.2,.,.,0.6
CC1=C(C(=O)N(C(C)C)C(C)C)CC(CC(=O)NCc2cccc3ccccc23)C(=O)N1CCCN1CCCC1=O (stereo unspecified),.,.,5.6,.,.,-3.1,0.6,.,-0.7,.
Cn1c(=N)n(CC(O)c2ccccc2)c2ccccc21 (stereo unspecified),0.7,2.0,9.9,-3.3,-13.9,1.1,.,-8.0,-0.7,i
Cc1cc(=O)c2c([nH]1)c(C)cc1[nH]c(C)c(C)c12,-13.8,-0.2,-71.2,.,-3.4,11.1,-1.8,.,2.3,-2.6
COc1cccc(CN(C)C(=O)c2cc(S(=O)(=O)NC3CCCCC3)ccc2C)c1,-2.9,0.6,10.6,.,6.0,-5.0,1.8,.,-0.4,-0.4

# Single values from the entries so far.
# O=C(C[n+]1ccccc1)Nc1ccccc1[N+](=O)[O-] | TcdB GH inh: 1.3
# Cc1cc(C)c2cc(C#N)c(N3CCCC3)nc2c1 | VHR inh abs: 7.9
# CC1CC(C)CN(C(=O)CN2C(=O)NC(c3ccccc3)(c3ccccc3)C2=O)C1 (stereo unspecified) | Y pestis TopoI: -8.0
# Cc1cc(=O)c2c([nH]1)c(C)cc1[nH]c(C)c(C)c12 | TcdB GH inh: -1.8
# CC(C)Cc1nnc(NC(=O)CCNC(=O)c2ccccc2Cl)s1 | Anthrax LF inh2: -8.0

# (listing goes on)
SMILES,Y pestis TopoI,PfHsp40 yeast,CCHFV vOTU inh,3CLpro inhibitor,SSB-PriA inh,Anthrax LF inh2,TcdB GH inh,VHR inh abs,BoNT-A LC inh2,BH1578 lux ind
COc1cc(O)c(C(CC(=O)N2CCCC2)c2cc(OC)c(OC)c(OC)c2)c(OC)c1 (stereo unspecified),-0.1,24.4,-7.7,.,-15.1,-7.6,2.8,6.5,0.4,-0.3
O=S(=O)(CCOc1ccccc1)c1nc2ccccc2[nH]1,-4.3,-0.2,-45.6,-3.6,-12.3,-8.7,.,5.6,-0.3,i
CC1CCN(C(=O)c2[nH]cnc2C(=O)N[C@@H](Cc2ccccc2)C(=O)OC(C)(C)C)CC1,20.3,0.9,15.8,5.2,-7.4,1.0,3.1,8.9,-0.5,-1.0
COc1cccc(CN2CCC(C)(Oc3cccc(Cl)c3)C2)c1OC (stereo unspecified),3.5,.,5.8,.,.,-7.1,1.0,.,0.1,-0.8
COc1cccc(NC(=O)CSc2nc3ccccc3c(=O)n2C)c1,0.9,0.2,-4.1,-4.3,5.5,4.3,1.5,9.2,3.1,0.0
O=C(COC(=O)c1ccc2ccccc2n1)Nc1ncc(C(F)(F)F)cc1Cl,-2.3,0.1,-13.7,0.6,-5.8,2.8,.,-14.3,-0.6,-1.4
COc1ccc(NC(C)=O)cc1NC(C)C(=O)Nc1ccc(S(=O)(=O)N2CCCCC2)cc1 (stereo unspecified),9.7,1.5,4.0,.,15.4,0.2,2.2,.,0.1,i
Cc1cccc(-c2nc(NCCN(C)C)c3ccccc3n2)c1,-8.2,.,-6.0,.,.,-5.7,0.4,.,0.0,-5.6
COc1ccc(N2C(=O)CC(N3CCN(c4ccccc4F)CC3)C2=O)cc1 (stereo unspecified),0.6,0.4,10.6,5.8,7.9,1.1,1.2,-16.1,-0.8,-0.2
CCOC(=O)c1c(S(=O)(=O)NCC(=O)Nc2cccc(C)n2)c(C)n(C)c1C,-1.0,-0.9,1.4,-1.1,-2.8,4.1,1.6,-3.6,2.9,-3.1
CCOc1ccc(C=NN2CCCCCC2)cc1OCC,9.1,-1.5,-2.2,.,8.2,6.5,-1.1,.,0.2,i
CN(c1ccccc1)S(=O)(=O)c1cccc(C(=O)NCCCN2CCCC2=O)c1,0.9,-0.7,-10.5,.,-3.9,4.8,0.0,.,-0.3,-1.4
Cc1cc(OC(=O)c2cc([N+](=O)[O-])ccc2Cl)c([N+](=O)[O-])c(=O)[nH]1,5.5,-0.1,-6.0,-2.0,-13.2,3.7,0.5,9.5,-0.1,-0.2
C[C@H](CO)N1C[C@H](C)[C@H](CN(C)S(=O)(=O)c2ccc(Cl)cc2)OCc2ccccc2-c2c(n(C)c3ccccc23)C1=O,-9.7,.,5.7,.,.,-0.9,0.7&0.4,.,0.3,0.0
COc1ccc(CCN2CN(S(=O)(=O)c3ccc(OC)cc3)c3nc4ccccc4nc32)cc1,2.2,0.1,-6.4,-2.9,-24.9,-1.1,-0.6,8.8,0.0,-0.3
COC(=O)C1=C(C)N(Cc2ccc(C)cc2)C(=O)C1,2.9,-0.6,-2.0,1.8,-2.7,-10.6,.,22.8,0.2,i
O=C(CN1C(=O)NC(Cc2c[nH]c3ccccc23)C1=O)Nc1ccccc1Br (stereo unspecified),0.9,-0.1,0.3,.,13.7,-5.1,-0.1,.,-2.1,i
COc1ccc(/C=C2\CCCC3C2=NN(C(=O)COC(=O)CNC(=O)c2ccccc2)C3c2ccc(OC)cc2)cc1 (stereo unspecified),-1.0,-0.9,3.4,-1.4,0.5,.,.,22.8,.,0.2
Cc1ccc(S(=O)(=O)N2CCCCC2)cc1NC(=O)C1CCN(C(=O)OC(C)(C)C)CC1,12.5,.,23.4,.,.,-0.4,0.2,.,-0.3,-0.4
Cc1ccc(C)c(NC(=S)N2CCC(NC(=O)C3CCCCC3)CC2)c1,0.7,-0.4,7.4,-1.0,-3.5,-1.7,0.3,40.7,-1.4,-0.2
COc1cc(C(C)=O)ccc1OCc1cc(C(=O)N(C)CCC2CCCCO2)no1 (stereo unspecified),-5.2,0.7,-5.4,-0.4,-15.0,-0.3,0.1,57.7*,-0.2,-6.2
COc1ccc([C@H]2CC(=O)C=C(c3ccccc3OC)C2)cc1OC,19.9,2.4,-4.0,.,-4.9,-1.4,0.3,.,0.1,2.8
COc1ccc(-c2nn(-c3ccccc3)cc2C(=O)O)cc1N,-5.2,1.1,7.1,-1.9,0.8,8.0,2.5,10.7,-4.0,-3.8
CCOC(=O)c1ccc(NC(=O)c2ccc(C)c(S(=O)(=O)N3CCOCC3)c2)cc1,11.5,15.4,2.2,4.6,1.2,1.1,.,27.3,0.3,i
COc1cccc(C2=CC(=O)C(C(C)(C)C)N2C(C)(C)C)c1 (stereo unspecified),28.6,-0.4,6.6,.,-7.5,-5.3,0.7,.,-0.1,i
C[C@H]1CN([C@@H](C)CO)C(=O)c2c(c3ccccc3n2C)-c2ccccc2CO[C@H]1CN(C)Cc1cccc(F)c1,23.2,.,17.1,.,.,-2.0,0.1,.,-0.1,-2.0
CC(=O)c1cccc(NC(=O)CCc2nnc3ccc(N4CCN(C)CC4)nn23)c1,4.2,-1.8,6.5,-0.9,-11.8,0.6,0.5,-9.1,-1.4,-0.4
C=CCc1cc(OC)ccc1OCCOCCC(C(=O)OCC)C(=O)OCC,26.3,2.6,16.4,3.1,-41.2,0.3,.,-5.3,0.8,-0.7
O=C(NC1CCCN(CCc2ccccc2)C1)c1c(F)cccc1F (stereo unspecified),6.4,-2.0,-13.9,-3.8,-2.3,-8.3,0.7,-18.7,-1.1,2.8
Cn1c(=O)c2c(nc(OCc3cccnc3)n2Cc2c(F)cccc2Cl)n(C)c1=O,-4.1,-0.5,-0.8,-3.8,-5.6,-5.9,.,9.6,-1.2,4.8
CC(/C=C\c1ccccc1)=C/C(=O)O,9.1,-1.4,1.1,0.8,-10.7,-7.7,-0.6,4.4,-0.3,-0.4
CC1CCC(NCC(O)c2ccccc2)CC1 (stereo unspecified),-3.4,-0.7,1.2,2.8,-21.8,0.6,.,-8.1,1.3,0.9

# Compound profiles (already shown). Order of values: Y pestis TopoI, PfHsp40 yeast, CCHFV vOTU inh, 3CLpro inhibitor, SSB-PriA inh, Anthrax LF inh2, TcdB GH inh, VHR inh abs, BoNT-A LC inh2, BH1578 lux ind
# COc1cccc(C2=CC(=O)C(C(C)(C)C)N2C(C)(C)C)c1 (stereo unspecified) is listed with 28.6, -0.4, 6.6, ., -7.5, -5.3, 0.7, ., -0.1, i
# COc1ccc([C@H]2CC(=O)C=C(c3ccccc3OC)C2)cc1OC is listed with 19.9, 2.4, -4.0, ., -4.9, -1.4, 0.3, ., 0.1, 2.8
# CC(/C=C\c1ccccc1)=C/C(=O)O is listed with 9.1, -1.4, 1.1, 0.8, -10.7, -7.7, -0.6, 4.4, -0.3, -0.4
# C=CCc1cc(OC)ccc1OCCOCCC(C(=O)OCC)C(=O)OCC is listed with 26.3, 2.6, 16.4, 3.1, -41.2, 0.3, ., -5.3, 0.8, -0.7
# O=C(NC1CCCN(CCc2ccccc2)C1)c1c(F)cccc1F (stereo unspecified) is listed with 6.4, -2.0, -13.9, -3.8, -2.3, -8.3, 0.7, -18.7, -1.1, 2.8
